From PubChem BioAssay
PGC1a acetyl inh: PGC1a acetylation modulation, inhibitor mode; inhibition, % at 15.6 µM; U2OS PGC1a acetylation, AlphaScreen anti-acetyl-lysine; with virally co-expressed GCN5 acetyltransferase; 350,000 compounds, 0.17% hits;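 active = every replicate shows inhibition of at least 40%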;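 also: 0% = neutral control wells and 100% = positive control wells; some results beyond the cut were filed as inactive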
FN deposition inh: fibronectin deposition inhibition | 350,000 compounds, 0.086% hits | AH1F fibroblasts, Alexa488-fibronectin deposition fluorescence, overnight | inhibition, % at 12.6 µM | AID 743247;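 active = mean inhibition across replicates of 30% or more, regardless of how many single replicates reach that level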;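 also: positive control wells lacked labelled fibronectin entirely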
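Material: AH1F fibroblasts assembling fluorescent fibronectin matrix; amount: 10000 AH1F cells/well; medium: DMEM, 2% serum; reagent: Alexa488-fibronectin, 24 nM final in well; dosing: single compound dose, delivered by pin transfer; incubation: 1 h adhesion, overnight exposure; detection: fluorescence after three HBSS washes, excitation 485 nm, emission 525 nm; measure: fibronectin deposition inhibition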
PglD DTNB: blocks C. jejuni PglD acetyltransferase activity; inhibition, % at 12.5 µM; purified PglD enzyme, DTNB colorimetric CoA detection; 360,000 compounds, 0.098% hits; AID 602405; in the data active = inhibition above about 16%, passing the limit was not always enough; also: strong numbers were not always called active
miR122 inh: miR-122 inhibition in Huh7 cells. 340,000 compounds, 0.3% hits. activation (reporter increase), % at 12.5 µM. Huh7 miR-122 Renilla luciferase sensor, 48 h; neutral wells = 0, positive control = 100;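 active = mean replicate activation score at least 90 and every replicate individually at or above 90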;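 also: higher luciferase means less miR-122 activity so hits act as miR-122 inhibitors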
Statin myotox sup: suppressors of simvastatin-induced myotoxicity in C2C12 myotubes; ATP luminescence, 48 h; scaled: DMSO 0, geranylgeraniol control 100; rescue of ATP level, % at 7.49 µM; 330,000 compounds, 0.78% hits; AID 602340;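 active = mean ATP rescue above about 67%, or every replicate alone reaching that limit, limit read from the data, passing the limit was not always enough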;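 also: myotubes were challenged with 10 µM simvastatin during compound exposure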
F508del corr: correctors of CFTR F508del function in bronchial epithelial cells; CFBE cells, YFP halide quenching; stimulated with forskolin plus potentiator P3; % fluorescence drop versus neutral controls; activity (quench increase), % at 7.58 µM; 350,000 compounds, 0.36% hits;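 active = mean added fluorescence quench of at least 8% versus neutral control, with both replicates also reaching 8%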;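 also: cells transiently co-express mutant CFTR-F508del with the halide-sensitive YFP; corrector assay measuring rescue of mutant channel to the surface after 24 h compound exposure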
GSIS activator: primary screen for activators of insulin secretion dependent on glucose, INS-1E cells, GLuc reporter luminescence. INS-1E GLuc reporter insulin secretion, 2-3 h. activation, % at 16.6 µM. 370,000 compounds, 0.61% hits. AID 743287;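 active = lowest replicate activation of at least 40%, so every replicate reaches that level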;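 also: 0% = median of neutral control wells and 100% = median of IBMX positive control wells; some compounds called inactive have numbers as strong as hits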
Cneo AK release: causes C. neoformans cell lysis; adenylate kinase release luminescence, 4 h; normalised: neutral wells 0, clomiphene wells 100; lysis activity, % at 15 µM; 360,000 compounds, 0.2% hits;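 active = mean lysis activity across replicates of at least 80%, whatever share of replicates individually reach that level; inactive = mean lysis activity below 80%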
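Material – Cryptococcus neoformans yeast cells · Quantity – 5 × 10^6 yeast cells/mL · Buffer or medium – YPD medium · Compound – single dose · Timing – 4 h static compound exposure, 37 °C, read 1 h post-reagent · Signal – adenylate kinase release luminescence · Read-out basis – lysis from increased AK signal · Benchmarks – Clomiphene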
The depositor's hits bear a star; x = no result given; [ ] = remark or other dose.

SMILES	PGC1a acetyl inh	FN deposition inh	PglD DTNB	miR122 inh	Statin myotox sup	F508del corr	GSIS activator	Cneo AK release
O=C(CNc1cccc(F)c1)N1CCc2ccccc2C1	-1	3	0	1	118*	-0.1	-2	-1
Cc1cccc(N(CC(=O)NCCSc2ccccn2)S(=O)(=O)c2ccccc2)c1	2	-7	-10	-1	x	x	2	-1
C/C(CC(=O)Nc1ccc(F)cc1)=N\NC(=O)COc1ccccc1	x	2	x	12	10	x	22	x
COc1ccc(NC(=O)C2CCN(S(=O)(=O)c3ccc4[nH]c(=O)oc4c3)CC2)c(OC)c1	-8	x	4	-2	6	x	x	-2
Cc1ccc(Nc2nnc(SCC(=O)NC3CC3)s2)cc1	-2	-5	-1	2	-4	-2.9	10	-2
CCOC(=O)c1ccc(CNCc2ccc(Br)cc2)cc1	4	1	-2	-4	-5	x	6	15
CC1CN(C(=O)c2ccccc2Nc2ccc(SC(F)F)cc2)CC(C)O1 (stereo not drawn)	-4	-9	x	-2	x	1.7	-6	-1
CCN1CCN(S(=O)(=O)c2ccc(Cl)c(C(=O)Nc3ccccc3N3CCCC3)c2)CC1	-15	1	3	-3	-2	2.3	-24	1
COc1ccc(NS(=O)(=O)c2cccc(C(=O)O)c2)cc1S(=O)(=O)N1CCCCC1	3	6	-1	-6	-5	-1.6	1	-4
Cc1ccc(CNC(=O)c2ccc(C#CC(C)(C)O)s2)cc1	-24	-14	-1	-8	0	x	x	3
CN(c1ccccc1)S(=O)(=O)c1ccc(NC(=S)NC(=O)c2ccccc2)cc1	-1	x	x	2	0	x	x	-6
CCN1CCN(C(=O)CN(c2ccc(C)cc2)S(C)(=O)=O)CC1	2	5	4	3	2	x	x	1
CCNC(=O)C[C@H]1CC[C@@H]2[C@H](COc3ccc(NC(=O)Nc4ccc(C)cc4)cc3C(=O)N2C)O1	0	10	-2	1[16.7 µM]	-2	2.5	-5	0
CSc1nc2ccccc2cc1/C=C(\C#N)c1cccc(C)c1	6	x	1	22	-49	x	x	0
C=CCN([C@@H](CC(C)C)C(=O)OC)S(=O)(=O)N(CC=C)[C@@H](CC(C)C)C(=O)OC	x	-3	5	x	-7	-1.5	-7	-1
COc1ccccc1NC(=O)NNC(=O)C(C)Oc1ccc2ccccc2c1 (stereo not drawn)	8	-3	0	-9	x	-1.1	-16	2
CCN(c1ccccc1)S(=O)(=O)c1ccc(OC)c(NC(=O)c2cc(F)c(F)c(F)c2F)c1	9	4	0	x	-23	1.5	x	0
Cc1ccc(OCCn2cc(C#N)c3ccccc32)cc1	12	x	-5	-1	-2	x	x	1
CS(=O)(=O)Nc1cccc2[nH]ncc12	16	1	x	-4	1	0.7	-5	x
O=C(c1ccc(F)cc1)N(Cc1cccs1)C1CCS(=O)(=O)C1 (stereo not drawn)	-1	-4	-2	-4	7	-0.9	4	0

Random excerpt: five compounds from above
SMILES	PGC1a acetyl inh	FN deposition inh	PglD DTNB	miR122 inh	Statin myotox sup	F508del corr	GSIS activator	Cneo AK release
Cc1ccc(Nc2nnc(SCC(=O)NC3CC3)s2)cc1	-2	-5	-1	2	-4	-2.9	10	-2
COc1ccc(NS(=O)(=O)c2cccc(C(=O)O)c2)cc1S(=O)(=O)N1CCCCC1	3	6	-1	-6	-5	-1.6	1	-4
CN(c1ccccc1)S(=O)(=O)c1ccc(NC(=S)NC(=O)c2ccccc2)cc1	-1	x	x	2	0	x	x	-6
COc1ccccc1NC(=O)NNC(=O)C(C)Oc1ccc2ccccc2c1 (stereo not drawn)	8	-3	0	-9	x	-1.1	-16	2
Cc1cccc(N(CC(=O)NCCSc2ccccn2)S(=O)(=O)c2ccccc2)c1	2	-7	-10	-1	x	x	2	-1

Back to the main list, repeating the two entries before the break.
SMILES	PGC1a acetyl inh	FN deposition inh	PglD DTNB	miR122 inh	Statin myotox sup	F508del corr	GSIS activator	Cneo AK release
CS(=O)(=O)Nc1cccc2[nH]ncc12	16	1	x	-4	1	0.7	-5	x
O=C(c1ccc(F)cc1)N(Cc1cccs1)C1CCS(=O)(=O)C1 (stereo not drawn)	-1	-4	-2	-4	7	-0.9	4	0
CNC[C@@H]1OCc2cn(nn2)CCCC(=O)N([C@H](C)CO)C[C@H]1C	5	-2	x	4[16.7 µM]	3	-0.2	-4	x
O=P(O)(O)c1ccccc1OCCOCCOc1ccccc1P(=O)(O)O	19	x	4	-2	5	x	13	2
COc1ccc(NC(=O)N(C)C[C@H]2OCc3cnnn3CCCC(=O)N([C@@H](C)CO)C[C@@H]2C)c(OC)c1	4	2	2	3[16.7 µM]	-6	0.1	-5	5
CO[C@@H]1CN(C)C(=O)c2ccc(NC(C)=O)cc2OC[C@@H](C)N(CC2CC2)C[C@@H]1C	x	8	2	-10[16.7 µM]	-5	3.6	18	-5
CCc1cc2c(COC(=O)c3cccc(S(C)(=O)=O)c3)cc(=O)oc2cc1O	-22	6	-4	-4	-62	-4.1	50*	3
Cc1cccc(NC(=O)COC(=O)c2ccccc2SCC(=O)N2CCCC2)c1	-5	-4	4	-7	x	-0.3	x	1
CN(C)C(C)(C)C#CC(O)(c1ccccc1)c1ccccc1	x	-6	x	-8	x	0.2	-11	x
CC(C)CC(O)(c1ccccc1)C(CN1CCOCC1)c1ccccc1 (stereo not drawn)	9	0	-11	-14	2	-2.5	9	3
CC1=CC(C)(C)N(C(=O)CSc2ncn[nH]2)c2ccc(C)cc21	-21	x	1	2	13	x	-8	0
O=C1NCCN1c1ccc(CN2CCN(C3CCCCC3)C(CCO)C2)cc1 (stereo not drawn)	-2	10	1	8	-1	-1.0	22	2
C=CCc1ccc(O)c(-c2cc(CC=C)ccc2O)c1	-7	x	-3	18	14	-3.9	x	4
COc1ccc(C)cc1N(C(=O)c1ccc(C#N)cc1)C1=NC(C)(C)CS1	0	1	-5	1	-1	-1.2	9	12
O=C(NC1CCCc2ccccc21)C1CCN(S(=O)(=O)N2CCCCCC2)CC1 (stereo not drawn)	x	x	6	9	5	x	x	-2
CC(=O)Nc1cccc(C(=O)OCC(=O)NC(=O)Cc2ccccc2)c1	9	-1	-5	x	5	-0.4	4	1
CCCNC(=O)C[C@@H]1CC[C@H]2[C@@H](COc3ccc(NC(=O)c4cc(C)on4)cc3C(=O)N2C)O1	12	1	-2	-2[16.7 µM]	8	-1.1	7	1
CCn1c(CNC(=O)c2ccco2)nnc1SCC(=O)c1ccc(F)cc1	21	-2	1	-4	3	-4.9	-5	3
O=C(c1cn(Cc2ccccc2)nc1-c1ccc(Cl)cc1)N1CCN(c2ccccn2)CC1	-7	5	4	120*	3	4.0	-78	0
O=C(NCCC(=O)N1CCN(C(=O)c2ccco2)CC1)c1ccc(Br)cc1	x	7	2	x	-1	-1.0	0	8
CCOc1ccccc1NC(=O)C12CC3CC(C1)CC(c1ccc(C)cc1)(C3)C2	12	-1	0	30	-14	x	x	2
COc1cc(CNc2ccc3[nH]c(=O)[nH]c3c2)ccc1OCc1ccccc1	x	4	-3	x	30	-2.8	16	-1
COc1ccccc1CNC(=O)C[C@H]1CC[C@@H]2[C@H](COc3ccc(NC(=O)Nc4ccc(F)c(F)c4)cc3C(=O)N2C)O1	6	3	-4	-16[16.7 µM]	3	-1.6	-22	-4
O=C(c1cccc(F)c1)N1CCCCN2[C@H](CO)[C@@H](c3ccc(-c4ccc(F)cc4)cc3)[C@H]2C1	2	x	-1	11[16.7 µM]	x	-0.7	x	2
COCCNC(=O)C1CC2Cn3c(nc4ccccc43)C2N1C (stereo not drawn)	x	-9	-5	-10	3	-0.2	6	5
C[C@H]1CN([C@@H](C)CO)C(=O)c2cc(-c3ccncc3)cnc2O[C@H]1CN(C)C(=O)c1ccc(F)cc1	0	-1	-3	-2[16.7 µM]	15	-1.9	14	1
CCc1cc(=O)oc2cc(C)c(CN3CCCC3)c(O)c12	0	-2	3	2	4	x	x	-6
O=C(NCCC1=CCCCC1)c1ccc(Cl)c(S(=O)(=O)N2CCOCC2)c1	-23	x	0	-13	17	x	x	-4
Cc1cc2c3c(c1)C1(C(=O)N3C(C)(C)CC2C)C(C#N)=C(N)Oc2cc(O)ccc21 (stereo not drawn)	-9	x	-4	-5	x	x	x	1
Cc1ccc(NC(=O)CCNC(=O)c2ccc(Br)cc2)cc1S(=O)(=O)N1CCOCC1	x	x	4	11	1	1.9	-40	-11
Cc1cc(C)cc(NC(=O)C2CCN(c3nccs3)CC2)c1	-16	x	-3	128*	1	x	-21	0
CC1CC(C)CN(C(=O)CCS(=O)(=O)c2ccc3c(c2)NC(=O)CS3)C1 (stereo not drawn)	x	5	-5	x	13	1.4	6	8
O=C(O)c1ccccc1SCc1nc2ccccn2c1Br	3	-8	-1	2	10	-0.9	x	-2
COc1ccc(C(=O)NCCCN=C2NS(=O)(=O)c3ccccc32)cc1	5	-4	3	-1	-30	3.9	-1	0
C=CC[C@@]1(C(=O)NCC(O)CO)N=C(c2ccc(OCCCO)cc2)O[C@@H]1c1ccccc1 (stereo partly drawn)	-9	x	2	x	x	1.0	x	3
Cc1[nH]c2ccccc2c1C1(O)C(=O)N(Cc2ccc3c(c2)OCO3)c2ccccc21 (stereo not drawn)	3	-2	-3	-6	9	x	x	0
CCC(=O)Nc1ccc2c(c1)OC[C@@H](C)N(C(=O)NC(C)C)C[C@@H](C)[C@H](OC)CN(C)C2=O	5	-2	x	x	x	-1.0	7	x
CCOc1nc(NCCO)nc(Nc2ccc([N+](=O)[O-])cc2)n1	9	2	7	7	-5	x	28	0
Cc1cc(C(=O)N2CCCC(C(=O)c3ccc(Cl)cc3C)C2)no1 (stereo not drawn)	-7	x	5	-2	-4	-1.3	-36	-3
CCn1c(SCC(=O)Nc2cccc(NC(C)=O)c2)nnc1-c1ccco1	3	-6	1	-5	36	-3.3	3	-5
CCOC(=O)CNC(=O)c1sc(NC(=O)c2ccccc2F)nc1C	5	x	3	x	-25	1.6	5	0
CN1C[C@H](O)COC[C@@H]2O[C@H](CC(=O)NC3CCC3)CC[C@H]21	7	-10	2	-1[16.7 µM]	-8	-2.3	5	1
CC(=O)N[C@@H]1C=C[C@H](CC(=O)NCC2CCCCC2)O[C@@H]1CO	6	1	-1	x	8	1.4	3	2
COc1ccc(S(=O)(=O)N2CCSC2c2ccc(OC)c(OC)c2)cc1 (stereo not drawn)	x	-7	4	3	x	x	x	-5
CCOc1ccc(NC(N)=O)cc1OCC	-5	1	-2	-11	1	x	x	-5
CNc1nc2c(-c3ccc(Cl)cc3)nnn2c2ccccc12	x	0	-5	7	-22	-0.5	3	-2
CCN(CC)C(=O)c1oc2ccc(S(=O)(=O)N3CC(C)CC(C)C3)cc2c1C (stereo not drawn)	x	-7	1	-5	-2	9.2*	-48	-1
COc1ccc(NC(=O)CN(C)C(=O)c2ccccc2OCC(=O)Nc2cccc(C(F)(F)F)c2)cc1	-6	-4	-3	-9	19	-0.2	-15	1
Cc1nc(N)ncc1-c1ccc2c(c1)OCO2	-3	11	0	-2	-9	-1.6	8	-4
CCN(CC(=O)Nc1ccc(OC)cc1)C(=O)c1ccc(OCc2c(C)noc2C)cc1	-12	4	-4	-11	0	-1.6	-9	1
CCN1CCN(C(=O)C(=O)c2cn(CC(=O)N(CC)CC)c3ccccc23)CC1	x	0	-4	-4	8	0.9	-2	-3
O=C(NCC(=O)N1CCN(S(=O)(=O)/C=C/c2ccccc2)CC1)c1ccc(Cl)cc1	13	-6	-1	-7	-42	0.2	-9	-5
